Assay outcomes deposited in PubChem BioAssay by several laboratories.
ABCB6 inh 2: human ABCB6 transporter inhibition; AID 602162; 0.19% of 360,000 active; Q9NP58; K562-ABCB6 porphyrin accumulation, flow cytometry, 1 h; active compounds read low; fluorescence ratio to DMSO, % at 10 µM;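 active means fluorescence ratio to DMSO below 75%, the collection mean minus 3 SD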;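 further: signal is porphyrin accumulated inside mitochondria; 100% equals median channel fluorescence of DMSO control wells; lower ratio means ABCB6 inhibition with less porphyrin fluorescence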
Glyco luc inh: blocks N-linked glycosylation in D54 reporter cells; D54 ERlucT glycosylation luciferase reporter, 24 h; percent of 100 nM tunicamycin response; AID 588692; 0.23% of 360,000 active; reporter increase, % at 12.5 µM;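 active means mean luciferase reporter signal, scaled so untreated is 0 and the glycosylation-blocking control 100, at or above a set limit in every replicate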;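 further: luciferase carries N-glycosylation sites so blocking glycosylation raises the light; 0% = median of neutral control wells and 100% = median of 100 nM tunicamycin wells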
H9c2 protect: protects H9c2 cardiomyocytes from peroxide injury | H2O2 injury protection, ATPLite, 2 h | protection from H2O2 cell death, % at 20 µM | 0.63% of 360,000 active | AID 588492;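 active means compounds giving at least 50% protection of heart cells from peroxide-induced death in the single-dose screen, raw or plate-pattern-corrected value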;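 further: 0% = DMSO wells with peroxide and 100% = DMSO wells without peroxide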
MC4R antagonist: antagonists of human melanocortin 4 receptor (MC4R). P32245. MC4R-expressing cells, MTII-stimulated cAMP, LANCE TR-FRET. inhibition, % at 6.5 µM. 0.48% of 360,000 active. AID 540295;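 active means inhibition above its plate's cutoff, the mean of tested wells on that plate plus 3 SD, cut at about 29% in these data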;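 further: 0% = Melanotan II alone and 100% = Melanotan II plus saturating MCL0020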
Target sequence (P32245 whole entry, looked up): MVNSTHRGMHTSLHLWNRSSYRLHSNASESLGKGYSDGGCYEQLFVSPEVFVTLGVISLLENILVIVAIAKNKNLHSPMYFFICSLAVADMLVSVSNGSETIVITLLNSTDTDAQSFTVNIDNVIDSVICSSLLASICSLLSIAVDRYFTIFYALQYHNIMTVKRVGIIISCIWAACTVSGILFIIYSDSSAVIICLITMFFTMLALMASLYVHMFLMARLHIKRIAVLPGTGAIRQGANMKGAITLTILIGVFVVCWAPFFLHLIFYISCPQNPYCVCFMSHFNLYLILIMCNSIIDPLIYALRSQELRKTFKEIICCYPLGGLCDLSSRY
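Material: U2OS-MC4R stable cell line | Reagent: Melanotan II challenge after compound preincubation | Doses: One concentration, 6.5 µM nominal | Incubation: 30-min compound preincubation, 1-h Melanotan II challenge, 1-h detection, room temperature | Signal: TR-FRET cAMP assay | Replicates: One well per compound, no replicates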
aDG glyco act: alpha-DG glycosylation activation; Pro5-aDG cells, alpha-DG glycosylation AlphaScreen (IIH6); 0% Pro5, 100% B10-LARGE cell signal; activation, % at 10 µM; 0.22% of 360,000 active;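 active means activation of at least 8% versus controls, or a plate z-score of at least 8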;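 further: Pro5 are CHO cells carrying HIG-tagged alpha-DG that lacks glycosylation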
CaV13 FRET inh: Primary screen for inhibitors of IQ motif and Ca2+-dependent inactivation inhibitor domain binding in CACNA1D, Förster resonance energy transfer in living cells, … | HEK cells, CFP/YFP FRET ICDI-IQ, plate reader, 10 min; percent FRET-ratio fall versus neutral wells | 0.098% of 340,000 active | inhibition, % at 12.3 µM;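 active means mean replicate inhibition of at least 30% and at least 1% of replicates passing that level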;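 further: 0% = median of the neutral control wells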
m5-HT2A agonist: agonists of mouse serotonin 5-HT2A receptor (HTR2A). AID 624169. CHO-K1 mHTR2A beta-arrestin complementation, luminescence; percent of 30 µM serotonin response. P35363. 0.66% of 360,000 active. activation, % at 7.6 µM;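 active means activation above a run cutoff, the mean activation of all tested compounds plus 3 SD, cut at about 14% in these data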;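 further: 0% = plate median of compound wells and 100% = 30 µM serotonin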
Target sequence (P35363 whole entry, looked up): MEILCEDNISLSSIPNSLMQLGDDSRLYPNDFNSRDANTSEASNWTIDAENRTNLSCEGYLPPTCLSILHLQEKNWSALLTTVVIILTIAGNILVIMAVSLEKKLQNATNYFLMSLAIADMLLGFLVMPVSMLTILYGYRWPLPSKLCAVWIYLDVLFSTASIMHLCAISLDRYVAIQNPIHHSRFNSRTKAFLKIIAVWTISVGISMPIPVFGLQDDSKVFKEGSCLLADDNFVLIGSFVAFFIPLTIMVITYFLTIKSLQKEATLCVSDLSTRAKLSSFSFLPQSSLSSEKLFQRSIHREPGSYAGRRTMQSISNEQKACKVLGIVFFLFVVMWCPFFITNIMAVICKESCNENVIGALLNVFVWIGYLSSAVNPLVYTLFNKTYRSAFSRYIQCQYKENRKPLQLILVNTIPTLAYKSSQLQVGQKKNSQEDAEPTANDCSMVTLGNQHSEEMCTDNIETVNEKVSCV
MC4R barr agon: activates human MC4R beta-arrestin recruitment; AID 540308; 0.98% of 360,000 active; P32245; U2OS MC4R beta-arrestin complementation, luminescence; percent of melanotan II response, DMSO zero; activation, % at 8.9 µM;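 active means activation above a per-plate cutoff, the mean activation of sample wells on that plate plus 3 SD, cut at about 8% in these data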
Vif imaging: blocks HIV Vif function. AID 602346. HEK293T cells, Vif self-association by quenched fluorescence, imaging, 24 h. inhibition, % at 7.49 µM. 0.35% of 340,000 active; in the data active means inhibition above about 50%, passing the limit was not always enough; further: some results filed as inactive read as strong as hits
PDI turbidity: blocks human protein disulfide isomerase activity. P07237. PDI insulin aggregation turbidity, A650, 90 min. inhibition, % at 10 µM. 0.052% of 350,000 active;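 active means mean inhibition across replicates of 30% or more, whatever share of single replicates reach that level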;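 further: absorbance from insulin aggregation driven by PDI reduction with DTT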
The depositor's hits bear a star; / = no result given.

SMILES	ABCB6 inh 2	Glyco luc inh	H9c2 protect	MC4R antagonist	aDG glyco act	CaV13 FRET inh	m5-HT2A agonist	MC4R barr agon	Vif imaging	PDI turbidity
Nc1ccc(C(=O)N/N=C/c2ccc(N3CCOCC3)s2)cc1	101.0	3.4	0.3	-33.4	-0.2	-5.5	-0.5	-4.4	-0.9	-3.2
CC(C)(C)c1ccc(NC(=O)N2CCN(c3ccc([N+](=O)[O-])cn3)CC2)cc1	95.0	-3.5	-10.1	21.3	0.5	6.3	1.2	-0.8	-7.4	17.5
CCN(CC)S(=O)(=O)c1cccc(NC(=O)/C=C/c2cccc([N+](=O)[O-])c2)c1	92.0	-6.1	-6.2	11.8	0.2	-6.7	-3.2	2.6	-0.4	-3.9
Cc1cccc(NC(=O)c2cccc3c2C(=O)c2ccccc2-3)c1	94.0	1.3	-5.5	5.2	-0.2	-3.2	3.0	32.7*	10.1	-2.9
O=C(CSC1=Nc2ccccc2C2=NC(CC(=O)NC3CCCCC3)C(=O)N12)NCc1ccco1 (stereo not drawn)	97.0	-0.9	0.3	8.0	0.4	-5.6	-4.7	0.4	4.1	-0.3
CCOC(=O)c1c(NC(=O)CSc2nnc(-c3ccccc3)n2CC)sc(C(C)=O)c1C	100.0	-1.7	3.8	1.0	0.2	-7.0	6.2	0.4	5.3	12.1
CCCCc1nc(C(N)=O)c2[nH]c(=O)n(-c3ccccc3F)c2n1	97.0	2.1	-0.9	5.5	-0.1	/	1.8	-0.4	-3.1	-2.2
Cc1cccc(C)c1NC(=O)CSc1n[nH]c(=O)n1C1CC1	91.0	1.5	12.5	-1.7	0.1	-6.0	3.3	-0.9	1.5	-10.0
COC(=O)C1CCN(Cc2cc(=O)oc3cc(C)c(Cl)cc23)CC1	97.0	1.5	-0.6	11.1	0.1	-4.1	2.3	0.0	-8.9	14.9
CC(=O)COc1ccc2c(-c3cccc([N+](=O)[O-])c3)cc(=O)oc2c1	100.0	-0.7	-1.4	13.7	-0.5	-6.7	-4.5	-0.3	-12.6	1.4
CCC(CC)c1nnc(NC(=O)Cc2ccccc2[N+](=O)[O-])s1	90.0	2.7	-4.5	4.6	-0.4	-2.3	-3.3	-2.3	-4.0	-2.3
Cc1ccccc1NC(=S)N(CCCN1CCOCC1)Cc1ccccn1	104.0	2.9	0.5	17.1	0.0	-4.6	-3.4	3.1	0.6	-3.9
CC(C)CSc1nc(N2CCOCC2)c2c(c1C#N)CC(C)(C)SC2	87.0	-1.4	-7.1	13.3	-0.2	-3.2	-0.8	0.2	-7.3	-2.2
COc1ccc(C)cc1N(C(=O)COc1cccc(F)c1)c1nc2ccccc2s1	97.0	-2.0	-8.2	6.5	-0.1	-2.9	-1.2	-1.0	1.0	12.8
COc1cccc(NC(=O)CN2C(=O)CSc3ccc(S(=O)(=O)N4CCOCC4)cc32)c1	100.0	-0.4	-2.6	2.2	-0.1	-3.6	1.1	-3.4	23.3	1.5
Cc1cc(NC(=O)CSc2nnc(CNC(=O)c3ccccc3)o2)no1	103.0	/	2.1	-7.4	0.1	-6.2	5.6	-0.5	/	8.1
COc1ccc(-c2nn(-c3ccccc3)cc2/C=N/Nc2ccc(Cl)c(C(=O)O)c2)cc1OC	94.0	2.7	-4.6	5.7	0.0	-1.5	1.0	-1.9	-11.9	-8.5
CCc1ccc(C(C)NC(=O)c2ccncc2)cc1 (stereo not drawn)	98.0	0.5	-4.4	15.1	0.5	-4.7	1.1	-0.2	-5.3	5.8
CC1(CCc2ccccc2)NC(=O)N(CC(=O)Nc2ccc(S(N)(=O)=O)cc2)C1=O (stereo not drawn)	97.0	0.8	2.6	1.2	0.1	7.8	-0.7	-2.4	-4.8	1.6
COC(=O)C1=C(CSc2nc3c(cc2C#N)CN(C)CC3)OC(N)=C(C#N)C1c1ccccc1F (stereo not drawn)	116.0	0.2	14.8	-5.6	-0.1	/	-1.1	-3.2	30.3	-5.7
CCOC(=O)CSc1nnc(-c2ccccc2OC)o1	99.0	1.1	6.0	12.5	-0.3	-7.2	-3.3	-0.8	/	-2.0
O=C(Nc1c(Cl)cc(Cl)cc1C(=O)NCCN1CCOCC1)c1ccc(Cl)cc1Cl	97.0	2.2	25.2	-7.0	0.1	-8.8	5.3	-0.7	-0.9	-7.6
O=C(CNCc1ccccn1)Nc1cc(S(=O)(=O)N2CCCCC2)ccc1Cl	102.0	0.3	-4.5	-5.3	-0.1	-5.8	9.5	2.6	-5.1	-0.4
Cc1ccc(NC(=O)CN(C)C(=O)Cc2ccc(Cl)c(Cl)c2)cc1	99.0	1.8	-8.4	4.6	0.1	-5.8	0.1	-0.6	-22.2	0.2
Cn1cnnc1SCc1nc(N)nc(Nc2ccccc2)n1	102.0	0.5	10.8	3.2	-0.1	-4.6	-4.4	0.1	-1.7	-11.3
SMILES	ABCB6 inh 2	Glyco luc inh	H9c2 protect	MC4R antagonist	aDG glyco act	CaV13 FRET inh	m5-HT2A agonist	MC4R barr agon	Vif imaging	PDI turbidity
C[C@@H]1COC(=O)[C@H](NC(=O)OCC2c3ccccc3-c3ccccc32)C/C=C\C[C@@H](CC(=O)N[C@H](CO)Cc2ccccc2)C(=O)N1	99.0	-3.8	-6.5	11.2	-0.1	-5.6	13.2	-1.0	-0.4	-4.4
CC1(C)NC(=O)N(CC(O)CN(c2ccccc2)S(=O)(=O)c2ccccc2)C1=O (stereo not drawn)	97.0	1.1	-3.7	4.0	0.0	-2.3	-3.0	-0.8	19.7	10.4
CO/N=C(\c1ccccc1)c1cccnc1	104.0	0.1	-0.1	20.0	0.0	-5.4	0.2	1.2	-3.5	-5.4
COc1cc2c(cc1OC)C(C1(O)CCCCC1)NCC2 (stereo not drawn)	93.0	2.0	-3.7	9.8	0.7	-4.1	7.6	-0.2	-1.3	4.3
CC(=O)Nc1c2c(nn1-c1ccc(C)cc1)CSC2	95.0	1.0	3.2	2.0	0.0	-11.6	-1.5	0.7	5.9	2.2
Cc1nnc(NC2CCCCC2)[nH]c1=O	93.0	0.9	-1.3	7.5	-0.1	-5.1	-0.1	-2.6	6.4	-0.2
O=C(Nc1cc(S(=O)(=O)Nc2ccccc2Cl)ccc1O)c1cc2c(s1)CCCC2	94.0	0.4	-14.7	18.6	-0.2	-6.8	1.6	3.5	-2.4	8.5
COc1ccc(-n2nnnc2SCC(=O)N2C(C)CCCC2C)c(OC)c1 (stereo not drawn)	92.0	-2.2	1.0	19.1	-0.1	-4.7	1.1	2.1	-3.6	2.2
CCN(CC(=O)Nc1ccc(N2CCOCC2)cc1)C(=O)COc1ccccc1OC	104.0	2.3	0.6	6.4	0.2	10.8	3.6	-0.2	6.0	-3.0
Cc1nc(N)c(CC(Br)CBr)c(Cl)n1 (stereo not drawn)	101.0	-6.8	-2.8	3.2	0.0	-1.7	1.9	-2.2	-1.0	-1.5
COc1ccc(-c2c(NCCc3ccccc3)c(=O)c2=O)cc1	95.0	-1.1	-2.4	-1.6	0.3	-6.9	-4.6	-0.4	1.3	-11.1
O=C(/C(=C/O)N=Nc1ccccc1)c1ccco1	98.0	-1.5	-5.2	11.1	-0.5	-12.3	-4.0	-2.2	-0.9	-2.8
CC1Sc2ccc(C(=O)Nc3ccccc3OC(F)F)cc2NC1=O (stereo not drawn)	104.0	1.2	9.0	-3.6	0.0	-4.6	-1.2	-1.8	1.2	0.8
COCCn1c(=O)[nH]c2cc(C(=O)NCCc3ccc(S(N)(=O)=O)cc3)ccc2c1=O	101.0	4.6	-1.1	3.2	0.1	1.2	-4.1	0.6	-1.1	14.7
O=C(Nc1cccnc1)C1CCCN(S(=O)(=O)c2ccccc2)C1 (stereo not drawn)	118.0	1.4	4.8	3.5	-0.1	-5.7	-1.7	2.7	-4.4	1.4
COC(=O)c1cc(-c2ccccc2)n(CCN)c1C	110.0	1.3	-2.6	-5.2	0.2	-11.0	-5.5	-0.7	-3.4	-4.3
CCc1ccc(C(=O)NCc2cnn(C)c2)s1	100.0	0.4	-0.4	3.2	-0.4	-2.3	-3.9	-2.2	20.9	0.6
O=C(OCc1cn([C@@H]2C[C@H](c3ccc(Cl)cc3)N(Cc3cccs3)C[C@H]2O)nn1)c1ccccc1	97.0	3.1	-9.7	3.6	-0.2	-6.9	-0.9	0.3	-10.6	-1.0
CCCCOC(=O)Nc1nccs1	93.0	1.8	0.3	6.4	-0.1	-4.9	-3.3	-2.0	25.0	3.0
COC(=O)Nc1nc2c(s1)CCCC2	105.0	-0.7	-4.5	4.2	-0.2	-2.7	2.5	0.3	7.9	6.4
O=C(CSc1nnc(-c2ccccc2)c(-c2ccccc2)n1)Nc1ccc(Br)cn1	97.0	-4.9	11.2	6.0	0.4	-5.5	6.1	-0.2	-1.7	7.3
CCN(CC)C(=O)C1CCCN(Cc2ccccc2F)C1 (stereo not drawn)	95.0	-0.7	0.7	8.8	0.3	-4.7	-0.2	-1.2	-1.7	4.2
CCn1ccnc1CNC(=O)C1CCC(=O)N(Cc2ccccc2F)C1 (stereo not drawn)	97.0	0.9	0.6	-0.3	-0.1	-3.1	-1.4	0.0	-0.5	-2.1
CCc1cc(C(=O)N=Nc2c(O)[nH]c3c(Br)cc(Br)cc23)c2ccccc2n1	91.0	4.5	-0.1	0.1	1.5	3.3	2.6	-2.7	10.3	1.9
C/C=C/C=C\C(=O)Nc1cccc(C2=NOC3(C2)C[C@H](C(N)=O)N(C(=O)/C=C/C)C3)c1 (stereo partly drawn)	100.0	3.4	10.0	7.0	0.0	-5.6	2.2	-2.6	-3.4	-4.2
O=C(Nc1ccc(S(=O)(=O)N2CCCC2)cc1Cl)C1=COCCO1	100.0	-1.7	1.3	6.6	-0.3	/	-0.6	0.0	3.6	8.0
CCCn1c(=O)c2c(nc3n2CC(C)CN3Cc2ccccc2)n(C)c1=O (stereo not drawn)	129.0	1.7	4.5	11.1	-0.1	-5.5	-5.2	-1.2	-5.9	7.2
Cc1ccc(NC(=O)CN2CCC(C(N)=O)CC2)cc1[N+](=O)[O-]	102.0	1.4	0.6	15.2	0.0	-4.8	-4.9	-2.6	3.1	4.4
N#C/C(=C(/O)c1ccco1)c1nc2ccccc2[nH]1	105.0	13.9	-9.9	-2.4	-0.4	-6.2	5.6	-0.1	-1.7	16.6
CCCCOC(=O)Cn1c(=O)c2c(nc(Br)n2Cc2ccccc2)n(C)c1=O	92.0	-2.3	42.1	-4.9	-0.2	-4.8	-0.4	-0.5	-3.6	0.3

One compound at a time, from the list above:
Shown for Cc1cccc(NC(=O)c2cccc3c2C(=O)c2ccccc2-3)c1 → ABCB6 inh 2 = 94.0; Glyco luc inh = 1.3; H9c2 protect = -5.5; MC4R antagonist = 5.2; aDG glyco act = -0.2; CaV13 FRET inh = -3.2; m5-HT2A agonist = 3.0; MC4R barr agon = 32.7*; Vif imaging = 10.1; PDI turbidity = -2.9
Shown for O=C(Nc1cc(S(=O)(=O)Nc2ccccc2Cl)ccc1O)c1cc2c(s1)CCCC2 → ABCB6 inh 2 = 94.0; Glyco luc inh = 0.4; H9c2 protect = -14.7; MC4R antagonist = 18.6; aDG glyco act = -0.2; CaV13 FRET inh = -6.8; m5-HT2A agonist = 1.6; MC4R barr agon = 3.5; Vif imaging = -2.4; PDI turbidity = 8.5
